MsrA inhibitor = inhibits bovine methionine sulfoxide reductase A; purified bovine MsrA, absorbance read-out; inhibition, % at 15.5 µM; hit rate 0.75% among 360,000; AID 651718; in the data active means inhibition above about 4.5%;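 further: 0% = vehicle wells with enzyme and 100% = reference inhibitor wells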
CendR NRP1 mod = modulators of CendR peptide binding to human neuropilin-1; O14786; FAM-RPARPAR peptide binding to NRP-1, fluorescence polarization; inhibition, % at 25 µM; hit rate 0.85% among 360,000; AID 602438;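 active means inhibition or corrected inhibition above about 18%, plus a signal ratio from 0.5 to 1.5, limit read from the data, passing the limit was not always enough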; further: strong numbers were not always called active
FAS-TE inh = inhibitors of human fatty acid synthase thioesterase domain; hit rate 0.67% among 360,000; inhibition, % at 15 µM; recombinant FAS-TE, OMFH fluorogenic substrate, fluorescence endpoint; P49327;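 active means compounds whose normalised, plate-corrected inhibition of enzyme fluorescence in the single-dose primary screen is 50% or more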;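 further: 0% = DMSO with enzyme and 100% = substrate without enzyme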
MT1-MMP act inh = blocks activation of human MT1-MMP. HT1080 RFP-PRO-GFP cells, GFP/RFP ratio fluorescence, overnight; percent of plate control window, DMSO zero. hit rate 0.061% among 360,000. P50281. GFP/RFP ratio change, % at 20 µM. AID 651647;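 active means GFP/RFP ratio change of at least 30% with cell ATP level not reduced by more than half and red fluorescence within 50% of control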; further: strong numbers were not always called active
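Assay system: HT1080 RFP-PRO-GFP cells | Dosing: 20 µM single dose, 1% DMSO | Incubation: Cells overnight before dosing, compound overnight, 37 °C, 5% CO2 | Evaluation: GFP/RFP fluorescence ratio | Control set: DMSO-only wells and HT1080 RFP-L50D-GFP cell wells as references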
MsrA act = bovine methionine sulfoxide reductase A activation. purified bovine MsrA, absorbance read-out. activation, % at 10.6 µM. hit rate 0.3% among 360,000; in the data active means activation above about 7.5%;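 further: 0% = vehicle and 100% = reference activator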
eLon inh = E. coli protease La inhibition. P0A9M0. purified E. coli Lon protease, fluorescence polarization. inhibition, % at 7.94 µM. hit rate 0.42% among 360,000; in the data active means inhibition above about 13%, passing the limit was not always enough;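 further: 0% = enzyme with probe and DMSO and 100% = no enzyme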
TbMetRS inhib = Trypanosoma brucei MetRS inhibition; AID 624268; inhibition, % at 11.9 µM; hit rate 0.4% among 360,000; purified T. brucei MetRS, ATP depletion, Kinase-Glo luminescence;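 active means inhibition above a per-plate cutoff of the control wells' mean inhibition plus 3 SD, cut at about 5.5% in these data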;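 further: 0% = DMSO wells median and 100% = median of wells with control inhibitor compound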
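Test system: purified T. brucei MetRS enzyme. Also added: ATP, methionine and E. coli bulk tRNA substrates. Compound: 11.9 µM single point. Schedule: 15 min enzyme-compound preincubation, 2 h reaction, 10 min detection, 25 °C. Signal: luciferase luminescence of residual ATP, Kinase-Glo. Evaluation: percent inhibition versus plate control medians. Controls: DMSO wells, low control.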
MLLE-PAM2 inh = inhibitors of microRNA-mediated deadenylation, human PABP1 MLLE binding. P11940. GST-MLLE / FITC-PAM2 fluorescence polarization. inhibition, % at 20 µM. hit rate 0.36% among 360,000; in the data active means inhibition above about 35%, passing the limit was not always enough;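 further: plate controls were DMSO wells with GST-MLLE for no effect and wells lacking GST-MLLE protein for full effect; some results filed as inactive read as strong as hits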
SKN-1 inh = C. elegans SKN-1 inhibition; inhibition, % at 21.8 µM; AID 624304; C. elegans VP596 Pgst-4::GFP/RFP ratio, acrylamide-induced, 24 h; hit rate 0.49% among 360,000;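 active means interference check ratio from 0.5 to 1.5 plus GFP to RFP signal ratio inhibition reaching or exceeding a fixed threshold, cut at about 30% in these data, passing the limit was not always enough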; further: some compounds called inactive have numbers as strong as hits
* = called active by the depositor; / = not tested or not shown.

structure,MsrA inhibitor,CendR NRP1 mod,FAS-TE inh,MT1-MMP act inh,MsrA act,eLon inh,TbMetRS inhib,MLLE-PAM2 inh,SKN-1 inh
COc1ccc(CNC(=S)Nc2ccc3nc(N4CCN(C)CC4)cc(C)c3c2)cc1,2.7,-6,-12,1,0,2,0.5,-13,-17
O=C(OCC(=O)N1CCCCCC1)c1cnc(Cl)c(Cl)c1,-0.6,-10,1,-1,-4,2,-0.4,5,1
O=C(CCl)Nc1ccccc1C(=O)NCc1ccccc1,1.6,0,-3,1,-1,-8,0.0,13,-5
Cc1ccc(NS(=O)(=O)c2cccc(C(=O)NCC3CCCO3)c2)cc1 (stereo unspecified),-1.4,15,-5,11,-11,3,-0.5,-2,10
COc1ccc(NC(=O)N(Cc2ccc(C)cc2)Cc2cccnc2)c(OC)c1,0.2,-3,7,1,-2,1,0.3,-3,14
Cc1onc(NC(=O)CSCC(=O)O)c1Br,0.7,13,-5,-2,-2,7,-0.6,24,14
CCCCn1c(O)c(/C=C/C=C/C=Nc2ccccc2)sc1=S,0.5,-105,10,7,-2,-22,0.0,-68,16
O=C(O)c1ccc(NN=CC2=C(N3CCOCC3)/C(=C/c3ccccc3)CC2)cc1,2.4,-93,18,0,2,-25,0.1,-29,6
COc1cc(/C=C2/SC(=S)N(CC(=O)Nc3cccnc3)C2=O)cc(OC)c1OC,1.5,-28,-4,17,-2,-10,0.3,17,-2
CCOC(=O)c1c(NC(=O)CSc2nnnn2-c2ccc3c(c2)OCCO3)sc(C)c1C,0.4,-16,25,0,-2,-7,0.0,5,-3
COc1ccc(NC(=O)C2CCCN2C(=O)NCc2ccccc2)cc1OC (stereo unspecified),-0.2,6,-10,0,-1,-1,-0.5,-4,-27
O=C(COC(=O)Cn1cc(C(F)(F)F)ccc1=O)Nc1ccccc1,0.5,-5,-6,-2,-1,-8,0.3,-2,10
C/C(=N\Nc1ccc(S(=O)(=O)Nc2ccc(Cl)cc2)cc1[N+](=O)[O-])c1ccc(N2CCOCC2)cc1,-0.2,6,8,9,-6,1,-0.8,-6,0
CCc1ccccc1NC(=O)C1C(c2ccccc2)C1(Cl)Cl (stereo unspecified),0.7,3,19,-2,-7,4,-0.7,6,2
Cc1cc(C)c2cc(C=O)c(Cl)nc2c1,1.0,-13,-3,8,-3,-1,-0.1,-4,-2
O=C1C(Cc2ccccc2)C(c2ccccc2)N1c1ccccc1 (stereo unspecified),0.5,20,22,-2,2,-7,0.1,3,7
COc1ccc(C(=O)NCC(=O)NCC(=O)OCC(=O)c2ccc(C)cc2)cc1,-1.2,16,-3,-2,-3,-1,0.0,-11,-20
Cc1cc(C(=O)CN2C(=O)C(=O)N(Cc3ccco3)C2=O)c(C)n1CCc1ccc(F)cc1,0.0,-10,20,2,-4,2,-0.1,-20,-5
CCCCN([C@H](CO)C(C)C)S(=O)(=O)c1ccccc1Br,0.4,6,7,0,4,11,-1.3,7,11
COC(=O)C(C)n1cnc2c(cnn2-c2ccc(Cl)cc2)c1=O (stereo unspecified),0.5,3,-2,-2,-1,-1,-1.6,1,-8

Arranged by the number under MLLE-PAM2 inh (highest first): some entries from above
| canonical_smiles | MsrA inhibitor | CendR NRP1 mod | MT1-MMP act inh | MsrA act | eLon inh | TbMetRS inhib | MLLE-PAM2 inh | SKN-1 inh |
| --- | --- | --- | --- | --- | --- | --- | --- | --- |
| CCOC(=O)c1c(NC(=O)CSc2nnnn2-c2ccc3c(c2)OCCO3)sc(C)c1C | 0.4 | -16 | 0 | -2 | -7 | 0.0 | 5 | -3 |
| COc1ccc(C(=O)NCC(=O)NCC(=O)OCC(=O)c2ccc(C)cc2)cc1 | -1.2 | 16 | -2 | -3 | -1 | 0.0 | -11 | -20 |
| O=C(O)c1ccc(NN=CC2=C(N3CCOCC3)/C(=C/c3ccccc3)CC2)cc1 | 2.4 | -93 | 0 | 2 | -25 | 0.1 | -29 | 6 |

(more compounds)
structure,MsrA inhibitor,CendR NRP1 mod,FAS-TE inh,MT1-MMP act inh,MsrA act,eLon inh,TbMetRS inhib,MLLE-PAM2 inh,SKN-1 inh
COc1ccc(CCNC(=O)C2CCN(c3nccc(C)n3)CC2)cc1,0.9,4,-3,-1,0,3,-0.1,-4,2
COc1ccc(OCCOCC(O)CN2CCOCC2)cc1 (stereo unspecified),0.3,2,-8,-4,0,-3,-0.1,16,8
Cc1ccccc1CN1CCN(CC(=O)NC(C)c2ccccc2)CC1 (stereo unspecified),-2.3,-8,-4,-1,-2,8,-0.7,5,-13
O=C(NCCC1CCCCN1S(=O)(=O)c1ccccc1)C(=O)NCc1ccncc1 (stereo unspecified),-0.5,-1,-4,-4,-3,-1,-0.2,6,7
Cn1cnc(S(=O)(=O)Nc2ccccc2N2CCOCC2)c1,-1.2,1,-6,3,-5,5,-0.3,5,12
Nc1nnc(CC(=O)N/N=C/c2ccc(-c3ccccc3Cl)o2)s1,1.9,-13,-10,-3,-6,-8,2.9,-35,4
COc1ccc(CNCc2ccccc2C(F)(F)F)cc1,-1.5,-9,-6,1,-5,8,-0.8,4,1
COc1cc(/C=N/Nc2ccccc2C(F)(F)F)ccc1O,-0.4,5,9,3,-6,1,-0.4,11,5
COc1ccc(Br)cc1CN1CCN(C(=O)c2ccc(OC)c(OC)c2)CC1,1.9,8,-2,-1,4,-3,1.8,11,6
O=C(O)/C=C(/c1ccccc1)C(F)(F)F,0.5,6,-7,-1,-5,10,-0.4,-8,-8
O=C(CCc1nnc2ccc(N3CCCCC3)nn12)NCC1CCN(Cc2ccc(F)cc2)CC1,1.1,-6,0,-4,-5,15,-0.6,-20,8
O=c1oc(-c2cccc([N+](=O)[O-])c2)nc2ccccc12,0.4,16,29,4,0,-1,1.8,-1,-3
O=C(CSc1nnc(Cc2ccccc2)o1)NC1CCCCC1,1.3,-6,-6,0,-1,-3,0.0,17,11
CC(C)N1CC2(CC(c3ccccc3C(F)(F)F)=NO2)CN1C(=O)c1ccco1 (stereo unspecified),-0.1,-3,-1,-1,1,7,-1.2,-13,23
O=C(NC(=S)Nc1cccc(Cl)c1N1CCOCC1)c1cccs1,0.7,-6,19,-3,-1,9,-0.6,42*,7
O=C(COc1ccc(F)cc1)Nc1nnc(-c2ccncc2)s1,2.2,-24,-5,-1,-13,1,-0.6,-5,3
COc1ccccc1C(=O)N/N=C(\C)c1ccc(NC(=O)C2CC2)cc1,3.3,-10,-11,10,-12,14,-0.7,0,7
O=c1[nH]nc(-c2ccc(F)cc2)cc1Cc1cccs1,1.9,1,4,-3,-3,6,-0.4,6,-14
S=C1N(c2ccccc2)C(c2ccc(Br)cc2)N2CCCN12 (stereo unspecified),-0.2,-7,19,-2,-12,1,-1.8,3,-12
Cc1cc(C)nc(SCc2nc3ccccc3n2C)n1,-0.4,1,-4,-1,-4,4,0.0,4,-8
O=C(C[C@H]1C/C=C\C[C@@H](Cc2ccc(F)cc2)C(=O)O[C@@H](c2ccccc2)CNC1=O)NCCO,0.5,8,1,-1,-4,-3,-0.3,-4,-1
O=S(=O)(/N=C(\Nc1ccc(F)cc1)C(F)(F)F)c1ccccc1,-0.9,6,-8,8,0,6,-0.7,10,13
COCC(C)n1c(COc2ccccc2F)nnc1SCC(=O)Nc1oc(C)c2c(C)n[nH]c(=O)c12 (stereo unspecified),-0.1,-1,-4,-5,-1,-14,-0.5,-88,5
C=CCOc1ccc(/C=C/C(=O)OCC(=O)NCc2ccco2)cc1,1.5,-8,3,3,-4,-12,-0.3,-8,-23
COc1cc2c(cc1OC)C1Cc3ccc(OC)c(OC)c3C[N+]1([O-])CC2 (stereo unspecified),-0.2,16,-16,2,-2,3,-0.2,-17,7
Cc1ccc(CNC(=O)COC(=O)c2ccc(S(=O)(=O)N3CCCCCC3)cc2)cc1,0.2,18,-10,/,-11,10,-0.9,1,-7
Cc1ccc(S(=O)(=O)N(CC(=O)Nc2ccc(C)c(Cl)c2)C(=O)N2CCN(C)CC2)cc1,-0.1,-8,-5,3,-2,5,-0.4,3,-5
O=C(NCC1CC1)C1(C(F)(F)F)CC(CCc2ccccc2)CCCO1 (stereo unspecified),-0.1,1,30,-1,-3,-5,-0.3,-14,13
NC(=NC(=O)c1ccc(OC(F)(F)F)cc1)c1ccc(C(F)(F)F)cn1,-0.7,0,7,1,-2,-3,0.1,1,-8
Cc1ccc(/C=N/N2C(=O)C3C(C2=O)C2C=CC3C23CC3)o1 (stereo unspecified),1.0,9,-8,-3,-2,1,-0.2,19,17
Cc1ccc(Nc2ncnc3sccc23)c(C)c1,3.1,-4,-2,3,-5,-8,0.0,0,-1
CCCCn1c(CCc2ccccc2)nc2cc3[nH]c(=O)c(C(C)C)nc3cc21,0.9,-17,-29,-3,4,-11,0.2,-6,16
CCOCCCNC(=O)c1cc(Nc2ccc(OC)cc2OC)nc2ccccc12,0.9,-4,-2,-3,-3,-10,-0.7,4,5
O=C(NCC1CCCCC1)c1cccc(S(=O)(=O)NCc2cccnc2)c1,-0.1,3,-2,2,-4,-2,0.4,2,-4
Cc1cccc(C(=O)Nc2ccc3c(c2)C(=O)NC3=O)c1,0.5,1,-5,1,1,-4,0.5,-15,0
CCOc1ccccc1NC(=S)NCCc1ccccc1,0.1,1,0,-4,-9,0,-1.2,1,-10
COC(=O)Cn1c2[n+](c3ccccc31)CC(O)CS2 (stereo unspecified),-0.9,4,-6,3,-2,2,-0.1,-2,8
Cc1c(C)c2c(OCC(=O)NCc3cccnc3)cc3c(c2oc1=O)CCC(C)(C)O3,0.2,-8,-13,2,-12,-14,-2.9,9,-7
CCOC(=O)Nc1sc2c(c1C#N)CCCC2,2.6,6,-5,1,3,6,-0.2,-3,-2
COc1cccc(C2=NN(C(=O)C3CC3)C(O)(C(F)(F)F)C2)c1 (stereo unspecified),-0.1,3,-4,-3,0,-3,-0.1,6,10

Rows are unselected. About 4% of those tested had a hit in this group.
